CD40 NFkB inh: CD40 pathway inhibition in BL2 cells; BL2 NF-kB luciferase reporter, CD40L-induced, 4 h; inhibition, % at 10 µM; hit rate 0.94% among 83,000; AID 1053188;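 active = mean inhibition of at least 50% with a set share of replicates also reaching that level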;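 note: 0% = neutral control wells and 100% = IKK inhibitor VII at 50 µM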
Active calls of the source: *; & = joins results of further samples; [ ] = remark or other dose. Some of the compounds tested (hit frequency here may not be typical).

CD40 NFkB inh,compound
-4,CN1CCN(C(CNC(=O)C(=O)Nc2ccc3c(c2)OCCO3)c2ccc(F)cc2)CC1 (stereo not drawn)
1,Cc1cccc(S(=O)(=O)NC(=O)C2(C)CCN2C(=O)c2cccc(F)c2)c1 (stereo not drawn)
8,Cc1cc(C(C)(C)C)cc(S(=O)(=O)NCC(=O)O)c1C
-8[25 µM],COC(=O)C[C@@H]1CC[C@@H]2[C@H](COc3ccc(NC(=O)Nc4c(C)noc4C)cc3C(=O)N2C)O1
-10[25 µM],O=C(C[C@H]1C=C[C@@H](NC(=O)c2cnccn2)[C@@H](CO)O1)NCc1ccccc1F
-3,C[C@H]1CN([C@@H](C)CO)C(=O)CCCn2nncc2CO[C@@H]1CN(C)C(=O)NC1CCCCC1
-40,COc1cccc(COc2cc3ccccc3nc2C)c1
-82,CN(C)CCNC(=O)c1cccc2nc3c(ccc4ccccc43)nc12
3,CC1CCN(S(=O)(=O)c2ccc(S(=O)(=O)NCC3COCCO3)cc2)CC1 (stereo not drawn)
3,Cc1cc(C)n2cc(CSc3nncn3C)nc2n1
4,O=S(=O)(CS(=O)(=O)c1ccccc1)c1ccccc1
-4[25 µM],c1ccc(-c2ccc([C@H]3[C@H]4CNC[C@@H]3N4Cc3cc(-c4ccccc4)on3)cc2)cc1
3,C[C@H]1CN([C@@H](C)CO)C(=O)c2c(c3ccccc3n2C)-c2ccccc2CO[C@H]1CN(C)S(=O)(=O)c1ccc(Cl)cc1
-12,Cc1nc(-c2ccccc2)cn2c1nc1ccccc12
12,CC(CC(=O)O)CC(=O)Nc1cc(C(F)(F)F)cc(C(F)(F)F)c1 (stereo not drawn)
8,O=C(O)c1ccc(CSc2nnc(Cc3ccccc3)o2)cc1
9,Cc1ccc(C2(CC(=O)N3CCCC3)CCOC(C(C)C)C2)cc1 (stereo not drawn)
15,O=C(NCCCCCCNC(=O)C1CCCC1)C1CCCC1
-2,O=C(O)c1ccc(OCCOc2ccccc2)cc1
17,Cn1cnc([N+](=O)[O-])c1NC(C)(C)C
-1[25 µM],COc1ccc(NC(=O)N2CCC3(CC2)CN(C(=O)CN2CCOCC2)[C@@H](CO)c2[nH]c4cc(OC)ccc4c23)cc1
0,O=C(Nc1ccc(S(=O)(=O)NC2=NCCCCC2)cc1)c1cccc(OC(F)F)c1
-1,COc1ccc(N2CCN(Cc3nnc(-c4ccccc4)o3)CC2)cc1
4,COc1ccc(NC(=S)N2CCCC2)c(OC)c1
10,Cc1noc(C)c1C(=O)OCC(=O)C12CC3CC(CC(C3)C1)C2
-19,c1ccc(CCN2CN=C(Nc3nc4ccccc4s3)NC2)cc1
4,O=C(CNC(=O)c1ccc(Br)o1)NNC(=O)c1ccccc1O
13[25 µM],C[C@H](CO)N1C[C@H](C)[C@H](CN(C)C(=O)Nc2ccccc2C(F)(F)F)OCc2cnnn2CCCC1=O
-15,CN1CCN(S(=O)(=O)c2ccc(C(=O)Nc3ccccc3)cc2)CC1
2[25 µM],CO[C@H]1CN(C)C(=O)c2cc(NC(C)=O)ccc2OC[C@@H](C)N(C(=O)Cc2ccccn2)C[C@H]1C
-31,CCOCCCNC(=O)c1ccc(OC)cc1
5,COc1ccc(OC)c(S(=O)(=O)NCCOC23CC4CC(CC(C4)C2)C3)c1
-5,CN(Cc1ccc(-n2cccn2)cc1)Cc1nc(-c2cnccn2)no1
-3,Cc1ccc(NS(=O)(=O)c2ccc(C(=O)OCC(=O)N3CCCCC3)cc2)cc1
5,CN(C)S(=O)(=O)c1ccc(N2CCCC2)c(C(=O)Nc2ccc(Br)cc2F)c1
13,CCCNC(=O)N1[C@H](C#N)[C@H](c2ccc(-c3cccnc3)cc2)[C@@H]1CO
-10[25 µM],C[C@@H](NC(=O)C[C@H]1C[C@@H]2c3cc(NC(=O)c4ccc5c(c4)OCO5)ccc3O[C@@H]2[C@H](CO)O1)c1ccccc1
20[25 µM],C[C@@H]1CN([C@@H](C)CO)C(=O)CCCn2cc(nn2)CO[C@@H]1CN(C)S(=O)(=O)c1ccc2ccccc2c1
3,O=C(c1ccc(CNS(=O)(=O)c2ccc(Br)cc2)cc1)N1CCCC1
4,CC(C)N(Cc1nnc(-c2ccc(Cl)cc2)o1)C(=O)C1=COCCO1
-3[25 µM],CC(C)NC(=O)N(C)C[C@@H]1Oc2ccc(NC(=O)Cc3ccccc3)cc2CC(=O)N([C@@H](C)CO)C[C@H]1C
0[25 µM],COc1ccccc1NC(=O)N[C@H]1CC[C@H](CCNS(=O)(=O)c2ccc(Cl)cc2)O[C@@H]1CO
0,COc1cc(CNCc2cccnc2)ccc1OCC(=O)NC1CCCCC1
6,Cc1ccc(C)c(OCC(=O)NCC(C)C)c1C
2,NC(=O)C1CCN(C(=O)c2cn(-c3ccccc3)nc2-c2cccnc2)CC1
11,O=C1CSC(c2ccco2)N1 (stereo not drawn)
0,Cc1ccc(NC(=O)CSc2nnc(CCCCCNC(=O)OC(C)(C)C)o2)c(C)c1
-5,OCCC1CN(Cc2nc3c(s2)CCCC3)CCN1Cc1ccccc1 (stereo not drawn)
15[25 µM],COCC(=O)N1CCCCN2[C@H](CO)[C@@H](c3ccc(-c4ccc(OC)cc4)cc3)[C@H]2C1
17,Nc1nnnn1/N=C/c1ccco1
14,Cc1ccc(S(=O)(=O)N2CCC(C(=O)N(C)C3CCS(=O)(=O)C3)CC2)cc1 (stereo not drawn)
-46,Cn1c(N2CCOCC2)c(/C=N/OC(=O)c2ccc(F)cc2)c2ccccc21
-4,Cc1cc(C(=O)N(Cc2nnc(-c3ccc(Cl)cc3)o2)C(C)C)c2ccccc2n1
8,CC(C)Sc1nc(N)nc2c1ncn2C1OC(CO)C(O)C1O (stereo not drawn)
-2,CC(C)[C@@H](C)NC(=O)N(C)C[C@@H]1OCc2ccccc2-c2ccccc2C(=O)N([C@@H](C)CO)C[C@@H]1C
-1,Cc1cc(C(=O)OCC(=O)N(C)c2ccccc2)c(C)o1
0&4[25 µM],CCCNC(=O)N1[C@@H]2CNC[C@H]1C2c1ccc(-c2cccc(C#N)c2)cc1 (stereo partly drawn)
6,CC(=O)Nn1c(C)nnc1-n1nc(C)cc1C
4,COc1ccc(CCNC(=O)CCn2c(=O)oc3ccccc32)cc1
6,O=C(Nc1ccc(N2CCN(Cc3ccccc3)CC2)cc1)c1ccccc1[N+](=O)[O-]

As entered above.
COc1ccc(CCNC(=O)CCn2c(=O)oc3ccccc32)cc1 in CD40 NFkB inh: 4
Cn1c(N2CCOCC2)c(/C=N/OC(=O)c2ccc(F)cc2)c2ccccc21 in CD40 NFkB inh: -46

(next part)
CD40 NFkB inh,compound
-43,Clc1nc2sccn2c1/C=N/n1cnc2ccccc21
8[25 µM],COc1ccc2c3c([nH]c2c1)[C@@H](CO)N(Cc1cccc(F)c1)CC31CCN(C(C)=O)CC1
20,O=C(Nc1ccc(N2CCOCC2)cc1)C1CCCCN1S(=O)(=O)c1ccccc1 (stereo not drawn)
12[25 µM],Cn1cnc(S(=O)(=O)N[C@@H]2CC[C@H](CC(=O)NCC3CCCCC3)O[C@H]2CO)c1
0,COc1cccc(CN2CCCC(C(=O)c3ccc4c(c3)OCO4)C2)c1O (stereo not drawn)
8[25 µM],CN1C(=O)c2cc(NC(=O)c3ccc4c(c3)OCO4)ccc2OC[C@H]2O[C@@H](CC(=O)O)CC[C@H]21
33*,Cn1cc(/C=C/C(=O)c2ccccc2)c2ccccc21
-36,Cc1nc2cc(-c3ccccc3)nn2c(C)c1CCC(=O)N1CCN(c2ccccc2)CC1
5,COc1ccccc1C(=O)NC(=O)COC(=O)Cc1n[nH]c(=O)c2ccccc12
8,CCN1CCN(S(=O)(=O)c2ccc3c(c2)OCCO3)CC1
-32,CN1CCN(C(=O)c2cc3sc4ccccc4c3s2)CC1
9,O=c1c2sccc2n(Cc2ccc(F)cc2)c(=O)n1-c1ccc(F)cc1
-20[25 µM],COC(=O)[C@@H]1[C@@H](CO)[C@@H]2Cn3c(ccc(-c4ccc(F)cc4)c3=O)[C@@H]2N1Cc1ccccn1
8,COCCCNC(=S)Nc1cccc(S(=O)(=O)NC2=NCCC2)c1
7,Cc1ccc(S(=O)(=O)NCc2cccc([N+](=O)[O-])c2)cc1
17,O=C(CNCc1ccco1)Nc1cc(S(=O)(=O)N2CCOCC2)ccc1N1CCOCC1
8,CN(C)CCSc1nc(-c2ccccc2)nc2c1CCCC2
-2,O=C(COCc1cc(-c2cccs2)on1)NC1CCCCC1
18,COc1cccc(CNC(=O)COC(=O)c2cc([N+](=O)[O-])ccc2N2CCCC2)c1
17[25 µM],CO[C@@H]1CN(C)C(=O)c2cc(NC(=O)C3CC3)ccc2OC[C@H](C)N(Cc2cc(F)ccc2F)C[C@H]1C
-5[25 µM],CN(C)CC(=O)N1[C@@H](CO)[C@@H](c2ccccc2)C12CN(C(=O)c1ccc(F)cc1)C2
8,O=C(CCc1c[nH]c2ccccc12)NCc1ccncc1
-16,CCN(CC)CCNC(=O)c1ccc2c(=O)n(CCc3ccccc3)c(=O)[nH]c2c1
7,Cc1cc2ncc(S(C)(=O)=O)c(N)n2n1
3,Nc1ccc(OCC(O)C[n+]2ccc(CCS(=O)(=O)[O-])cc2)cc1 (stereo not drawn)
12,CCN(CC)S(=O)(=O)c1ccc(NC(=O)CSc2nnc(-c3cccc(OC)c3)n2C)cc1
-1,O=C(CCNS(=O)(=O)/C=C/c1ccccc1)NCCc1c[nH]c2ccccc12
-4,COc1ccc2nc(C(C)O)[nH]c2c1 (stereo not drawn)
-36,CCOC(=O)c1ccc(NC(=O)Nc2ncccc2C)cc1
-7[25 µM],O=C(C1CCOCC1)N1CC(=O)N2[C@H](CO)[C@H](c3ccc(/C=C/c4ccccc4)cc3)[C@@H]2C1

14 successive records from above, for reference:
CD40 NFkB inh,compound
8,CN(C)CCSc1nc(-c2ccccc2)nc2c1CCCC2
-2,O=C(COCc1cc(-c2cccs2)on1)NC1CCCCC1
18,COc1cccc(CNC(=O)COC(=O)c2cc([N+](=O)[O-])ccc2N2CCCC2)c1
17[25 µM],CO[C@@H]1CN(C)C(=O)c2cc(NC(=O)C3CC3)ccc2OC[C@H](C)N(Cc2cc(F)ccc2F)C[C@H]1C
-5[25 µM],CN(C)CC(=O)N1[C@@H](CO)[C@@H](c2ccccc2)C12CN(C(=O)c1ccc(F)cc1)C2
8,O=C(CCc1c[nH]c2ccccc12)NCc1ccncc1
-16,CCN(CC)CCNC(=O)c1ccc2c(=O)n(CCc3ccccc3)c(=O)[nH]c2c1
7,Cc1cc2ncc(S(C)(=O)=O)c(N)n2n1
3,Nc1ccc(OCC(O)C[n+]2ccc(CCS(=O)(=O)[O-])cc2)cc1 (stereo not drawn)
12,CCN(CC)S(=O)(=O)c1ccc(NC(=O)CSc2nnc(-c3cccc(OC)c3)n2C)cc1
-1,O=C(CCNS(=O)(=O)/C=C/c1ccccc1)NCCc1c[nH]c2ccccc12
-4,COc1ccc2nc(C(C)O)[nH]c2c1 (stereo not drawn)
-36,CCOC(=O)c1ccc(NC(=O)Nc2ncccc2C)cc1
-7[25 µM],O=C(C1CCOCC1)N1CC(=O)N2[C@H](CO)[C@H](c3ccc(/C=C/c4ccccc4)cc3)[C@@H]2C1

Additional entries follow:
CD40 NFkB inh,compound
-4,CC(NC(=O)C1CCN(C(=O)Nc2ccccc2)CC1)c1ccccc1 (stereo not drawn)
4,Cn1c(=O)c2ccccc2n(C)c1=O
0,CCOCC(=O)Nc1cc(-c2cn3cccnc3n2)ccc1C
6,O=C1NC2(CCCCC2)C(=O)N1CCN1C(=O)c2ccccc2C1=O
1,O=C(Cn1cc(S(=O)(=O)Cc2ccccc2)c2ccccc21)N1CCOCC1
10[25 µM],C[C@@H]1CN([C@H](C)CO)S(=O)(=O)c2ccc(-c3cncnc3)cc2O[C@@H]1CN(C)Cc1ccncc1
16,CCN(C(=O)Cn1nnc(-c2ccccc2)n1)C1CCS(=O)(=O)C1 (stereo not drawn)
1[25 µM],N#C[C@H]1[C@@H](c2ccc(C#Cc3cccc(F)c3)cc2)[C@@H](CO)N1C(=O)C1CCOCC1
15[25 µM],CO[C@@H]1CC[C@@H]2CCN(C)C(=O)[C@H](C)N(C)C(=O)c3cccc(C#N)c3OC[C@@H]1O2
7[25 µM],O=C(Nc1ccc(F)cc1)N1CC(=O)N2[C@@H](CO)[C@H](c3ccc(-c4cccc(F)c4)cc3)[C@@H]2C1
-5[25 µM],O=C(C[C@@H]1CC[C@@H](NC(=O)Nc2ccc(C(F)(F)F)cc2)[C@@H](CO)O1)NCc1cccc(F)c1
2,CCCCn1c(N)c(N(CCC(C)C)C(=O)COC(=O)c2ccc3ccccc3c2)c(=O)[nH]c1=O
28,C(=C\c1ccc2ccccc2n1)/c1ccccc1
12[25 µM],CC(C)NC(=O)N1CCCCN2[C@H](CO)[C@@H](c3ccc(Br)cc3)[C@H]2C1
-5,Cc1cccc(CN2CCSc3sccc3C2=O)c1
7,CN(Cc1ccccc1)C(=O)CN1C(=O)COc2ccc(S(=O)(=O)N3CCCC3)cc21
-6,Cc1cc(Br)ccc1Nc1nc(N)nc(N)c1N=O
6,O=C(O)C1C2C=CC(C2)C1C(=O)NCc1ccoc1 (stereo not drawn)
11,Cc1ccc(-n2nc3c(=O)n(CC(=O)c4ccc(F)cc4)nc(C)c3c2C)cc1
44,COc1ccccc1C(=O)NC(=S)N1CCCc2ccccc21
8,COc1ccc(CNC(=O)COC(=O)c2ccc(C)c(S(=O)(=O)N3CCOCC3)c2)cc1
12,O=C(COc1ccccc1-c1ccccc1)N/N=C/c1ccccn1
-4,O=S(=O)(N/N=C/c1ccc(N2CCOCC2)cc1)c1ccccc1
4,CN1C(CCl)Nc2cc(Cl)c(S(N)(=O)=O)cc2S1(=O)=O (stereo not drawn)
11,CN(C(=O)COC(=O)CN1C(=O)C2CC=CCC2C1=O)c1ccccc1 (stereo not drawn)
-3,Cc1ccc(-n2c(SCC(=O)Nc3cc(C)on3)nc3ccccc3c2=O)cc1
23&0,O=S(=O)(c1ccccc1F)N1C[C@@H]2N[C@H](C1)C2c1ccc(/C=C/c2ccccc2)cc1 (stereo partly drawn)
23,Cc1ccccc1-c1nc(SCc2cccnc2)c2c(=O)n(C)c(=O)n(C)c2n1
9,O=C(C1CCCN(S(=O)(=O)c2ccccc2)C1)N1CCN(c2ccccc2)CC1 (stereo not drawn)
-2,CCN1CCN(c2ccc(S(=O)(=O)N3CCOCC3)cc2NC(=O)CCSC)CC1
-3,O=C(C1CC(=O)N(C2CCCC2)C1)N1CCC(Cc2ccccc2)CC1 (stereo not drawn)

Bioassay records as filed in PubChem.
